Assay outcomes: PubChem, Fisher Drug Discovery Resource Center
hcGAS inh – inhibitors of human cGAS; inhibition, % at 12.5 µM; 0.081% of 290,000 active; recombinant h-cGAS, ATP depletion, Kinase-Glo luminescence; AID 1259398;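 also: 0% = vehicle reaction and 100% = reaction without DNA for no activity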
Target sequence (Q8N884 whole entry, looked up): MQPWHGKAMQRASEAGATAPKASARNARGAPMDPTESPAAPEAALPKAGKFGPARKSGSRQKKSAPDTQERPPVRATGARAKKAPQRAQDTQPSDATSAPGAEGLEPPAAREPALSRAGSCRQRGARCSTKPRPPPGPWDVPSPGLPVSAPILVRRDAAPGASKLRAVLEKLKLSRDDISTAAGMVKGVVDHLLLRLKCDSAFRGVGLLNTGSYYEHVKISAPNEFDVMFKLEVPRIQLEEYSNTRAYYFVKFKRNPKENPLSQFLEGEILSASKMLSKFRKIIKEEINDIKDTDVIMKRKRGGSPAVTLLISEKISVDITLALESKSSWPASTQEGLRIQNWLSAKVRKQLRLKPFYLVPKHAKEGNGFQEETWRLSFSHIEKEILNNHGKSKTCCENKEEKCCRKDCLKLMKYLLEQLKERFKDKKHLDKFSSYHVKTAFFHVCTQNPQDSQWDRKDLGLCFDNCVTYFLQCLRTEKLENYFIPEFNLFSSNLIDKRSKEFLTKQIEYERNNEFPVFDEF
NPYLR7 agonist – activates Aedes aegypti NPYLR7 receptor | HEK293T NPYLR7/Galpha15, GCaMP6s calcium fluorescence | activation, % at 10 µM | 0.15% of 270,000 active; in the data active = activation above about 40%;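 also: 0% = vehicle and 100% = reference agonist at the receptor; some compounds past the cut are filed as inactive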
mcGAS lum – blocks mouse cGAS activity | Q8C6L5 | recombinant cGAS, Kinase-Glo ATP depletion luminescence | inhibition, % at 12.5 µM | 0.15% of 160,000 active;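 also: 0% = negative control wells and 100% = reference inhibitor with no enzyme activity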
Numbers without * were called inactive; x = not tested or not shown. Rule as the data show it, unless noted: active = inhibition above about 40%; inactive = the rest. Not a hit list; overall some 0.27% were active at least once.

1	CN(C)C(=O)c1cccc(CCNC(=O)NCC2CC3CCC2C3)c1 (stereo not given)
2	CCn1c(-c2nccn2CC2CCCCO2)nc2ccccc21 (stereo not given)
3	O=C(NCc1cccc(Cl)c1)N1CCN(Cc2ccccn2)CC1
4	C=CCN1CC(c2nc3ccccc3n2CCCCOc2ccccc2C)CC1=O (stereo not given)
5	CNc1ccc(NC(=O)c2ccc(C)cc2)c2c1C(=O)c1ccccc1C2=O
6	CCNC(=O)[C@@H]1C[C@@H](N)CN1C(=O)CN1CCN(c2cccc(C)c2)CC1
7	CCOc1cc(CN(CC2CCN(C3CCCC3)CC2)CC2CCCO2)ccc1OC (stereo not given)
8	Cn1c(=O)[nH]c(=O)c2c1nc(SCCCO)n2CCCc1ccccc1
9	CC1=C(c2ccc(C)cc2)S(=O)(=O)N=C1N1CCN(Cc2ccc3c(c2)OCO3)CC1
10	Cc1nc2cccc(C)n2c(=O)c1NC(=O)c1c(F)cccc1Cl
assay / entry,1,2,3,4,5,6,7,8,9,10
hcGAS inh,-14,-5,-5,-6,-13,-6,-9,-6,-3,-18
NPYLR7 agonist,1,28,10,4,0,5,11,9,2,3
mcGAS lum,x,x,x,-4,-7,x,-9,x,x,x

11	O=C(Nc1cccc(F)c1)Nc1ccnn1C1CCN(C(=O)[C@@H]2C[C@H]2c2ccccc2)CC1
12	CCCC(C)(C)C(=O)N1CCC1(C)C(=O)Nc1ccc2c(c1)OCCO2 (stereo not given)
13	O=C(OCc1cc(=O)oc2cc3c(cc12)CCC3)c1n[nH]c(=O)c2ccccc12
14	CC1CCC(C(C)C)C(OC(=O)COC(=O)c2ccc([N+](=O)[O-])o2)C1 (stereo not given)
15	O=C(CCN(Cc1ccccc1)c1nc(-c2ccco2)nc2ccccc12)N1CCN(c2ccccc2F)CC1
16	CCOC(=O)C(c1cc(C)cc(C)c1)C1C=CC(NC(=O)c2cc(C)oc2C)C1 (stereo not given)
17	COc1ccccc1-c1onc(C)c1C(=O)NCCc1ccc(N)cc1
18	CC(=O)c1ccc(N2C(=O)C3C4c5ccccc5C(c5ccccc54)C3C2=O)cc1 (stereo not given)
19	Cc1cccc(C)c1N1C(=O)c2ncccc2C1CC(=O)N1CCN(c2ccc3oc(C(=O)O)cc3c2Cl)CC1 (stereo not given)
20	COc1ccccc1NP(=O)(Nc1ccccc1OC)Nc1ccccc1OC
assay / entry,11,12,13,14,15,16,17,18,19,20
hcGAS inh,-4,1,-5,-11,-5,-5,-3,-6,3,-4
NPYLR7 agonist,6,4,3,-5,-4,9,16,-6,0,4
mcGAS lum,-10,x,x,x,-7,-5,-5,-5,-6,x

21	CCCCc1nc(C2CCC(C3CCC(CCC)CC3)CC2)no1 (stereo not given)
22	O=C(NCc1ccccc1F)C(C1CCCC1)N1CCN(C(=O)COCc2ccccc2)CC1 (stereo not given)
23	Nc1nnc(-c2ccc(Br)cc2Cl)o1
24	CS(=O)(=O)N1N=C(c2cccs2)CC1c1ccc(Cl)o1 (stereo not given)
25	c1ccc(-c2ncn(CCCc3cccnc3)c2C2CC2)cc1
26	COc1ccc(-n2nc(-c3ccc(OC)cc3OC)cc2C(=O)NC(Cc2ccccc2)c2ccccc2)cc1 (stereo not given)
27	CN(CCC1CCOCC1)C(=O)c1ccco1
28	CC(C)Cc1nc(CSc2n[nH]c(N)n2)no1
29	CCn1cnnc1SCC(=O)Nc1ccc(SC)cc1
30	O=C(c1ccc(NCc2ccoc2)nc1)N1CCC(N2CCOCC2)CC1
assay / entry,21,22,23,24,25,26,27,28,29,30
hcGAS inh,2,1,0,5,-3,-17,-10,0,-8,2
NPYLR7 agonist,-2,-9,-16,2,15,-3,x,-2,4,-1
mcGAS lum,-7,-3,x,-1,-9,-6,-12,-5,x,3

31	CCOC(=O)c1c(CC(C)C)csc1NC(=O)c1c(C)noc1C
32	COc1ccc2c(c1)C1(SC(C)(C)CN1C(=O)Nc1cccc(F)c1)C(=O)N2 (stereo not given)
33	CCCC(=O)Nc1c(-c2ccc(OC)cc2)nc2ccc(C)cn12
34	Cc1ccc(NC(=O)c2sc(NC(=O)C(C)(C)C)cc2C)c(Cl)c1
35	Cn1c(=O)oc2cc(S(=O)(=O)NCC3COc4ccccc4O3)ccc21 (stereo not given)
36	Cc1cc(C)c(S(=O)(=O)N=Nc2c(O)[nH]c3ccc(Br)cc23)c(C)c1
37	O=C(CCN(c1nc(C2CC2)nc2ccccc12)C1CC1)N1CCN(c2ccccc2F)CC1
38	O=C1C(=O)N(Cc2cc(=O)n3ccsc3n2)C(=O)N1CCc1cccs1
39	CCOC(=O)c1nc2ccccc2nc1N1CCCN(C(=O)c2ccc(C)c(C)c2)CC1
40	NC(COCc1ccccc1)c1csc(Nc2ccc(C(=O)NCCCO)cn2)n1 (stereo not given)
assay / entry,31,32,33,34,35,36,37,38,39,40
hcGAS inh,-2,-8,-6,-17,-4,1,-4,-2,-3,-1
NPYLR7 agonist,8,4,-2,-1,2,5,4,2,1,-4
mcGAS lum,x,-5,-6,x,-3,-8,-3,x,-6,-1

41	CC(C)CCC(C(N)=O)C1=NC(C)(C)Cc2ccccc21 (stereo not given)
42	O=C(CN1CN(c2ccccc2)C2(CCN(C(=O)c3cccc(Cl)c3)CC2)C1=O)NCCc1ccc(Cl)cc1Cl
43	Fc1ccccc1Cn1ccnc1CNCC1CCCO1 (stereo not given)
44	Cc1cc(F)ccc1Oc1cc(N2CCCC2)ncn1
45	Cn1cc(CN2CCc3c([nH]c4ccccc34)C2C(C)(C)C)cn1 (stereo not given)
46	CCN(CC)C(=O)C1CCCN(c2nccc(CCC(F)(F)F)n2)C1 (stereo not given)
47	COc1ccc(CCNCC(O)COc2cccc(C)c2)cc1OC (stereo not given)
48	CCc1nc2ccc(C(=O)NCCCN3CCCC3=O)cn2c1N(C)C(=O)COc1ccccc1
49	Nc1nc(SCC(=O)N2CCCC2)[nH]c(=O)c1NC(=O)c1ccccc1
50	CN1CCN(Cc2nc3c(c(=O)n(C)c(=O)n3C)n2Cc2ccccc2Cl)CC1
assay / entry,41,42,43,44,45,46,47,48,49,50
hcGAS inh,6,-8,0,-6,-5,-3,-2,-6,-9,-5
NPYLR7 agonist,1,22,-12,32,-5,-1,-4,-5,-2,1
mcGAS lum,1,-6,-4,-8,x,x,x,-3,-9,-5

51	COc1ccc(S(=O)(=O)Oc2ccc(CN(C(=O)NC(C)C)C3CC3)cc2)cc1
52	COCCCNC(=O)C(NC(=O)c1ccccc1)C1CCNCC1 (stereo not given)
53	CCC(=O)N1CCc2cc(C(=O)N3CCCN(C(=O)Cc4ccccn4)CC3)ccc21
54	COCCCN(CC(=O)N(CCc1ccccc1)Cc1ccc(C)o1)Cc1cccc(Cl)c1
55	COc1ccccc1C(=O)Nc1cccc(C)c1-c1nc2ncccc2o1
56	O=C(NC1CC1)C1CCCN1C(=O)c1nn(-c2ccccc2)c2c1CCC2 (stereo not given)
57	CN1CCN(Cc2cccc(C(=O)Nc3ccsc3)c2)CC1
58	CC(C)(C)n1c(NC(=O)C2CCN(C(=O)C3CC3)CC2)nc2ccccc21
59	CN(Cc1ccsc1)S(=O)(=O)c1ccc(S(C)(=O)=O)cc1
60	Cc1cnc(CNC(=O)C2CC(=O)N(CC(C)C)C2)cn1 (stereo not given)
assay / entry,51,52,53,54,55,56,57,58,59,60
hcGAS inh,-4,-2,-8,-2,-8,-3,-13,-7,-3,-4
NPYLR7 agonist,23,30,3,2,18,-4,6,-1,11,2
mcGAS lum,-5,x,x,-6,-10,-8,-10,x,x,-11

61	Cc1cc(C(=O)NCC(=O)NCCOc2cccc(Cl)c2)c(C)o1
62	O=C(Oc1coc(CSc2ncccn2)cc1=O)c1cc(C(F)(F)F)cc(C(F)(F)F)c1
63	Cc1noc(C(C)NC(=O)CNC(=O)CC23CC4CC(CC(C4)C2)C3)n1 (stereo not given)
64	C=CCCC(O)CN(Cc1cccc(OC)c1)Cc1ccco1 (stereo not given)
65	O=C(NS(=O)(=O)c1cccnc1)c1cc(I)ccc1F
66	COC(=O)c1cc(C=CC(=O)Nc2cc(OC)ccc2OC)oc1C
67	CCN(CC(=O)N(Cc1cccn1Cc1ccc(F)cc1)C1CCCCC1)C(=O)C1C[C@H]1c1ccccc1 (stereo not given in full)
68	CCn1c(=O)n(C/C=C/c2ccccc2)c2ccccc21
69	COC(=O)CCc1c(C)nn(-c2ccc(C(=O)N3CCC(O)(c4ccccc4)CC3)cc2)c1C
70	CCCOC1CCCN(C(=O)C(=O)N(C)c2ccccc2)C1 (stereo not given)
assay / entry,61,62,63,64,65,66,67,68,69,70
hcGAS inh,-11,-2,-8,-3,-6,-10,2,-1,-2,-7
NPYLR7 agonist,3,-12,-1,17,0,15,-8,8,-1,7
mcGAS lum,x,-8,x,-4,x,x,-3,-6,-3,-18

The closing four records of the section before open the next one.
67	CCN(CC(=O)N(Cc1cccn1Cc1ccc(F)cc1)C1CCCCC1)C(=O)C1C[C@H]1c1ccccc1 (stereo not given in full)
68	CCn1c(=O)n(C/C=C/c2ccccc2)c2ccccc21
69	COC(=O)CCc1c(C)nn(-c2ccc(C(=O)N3CCC(O)(c4ccccc4)CC3)cc2)c1C
70	CCCOC1CCCN(C(=O)C(=O)N(C)c2ccccc2)C1 (stereo not given)
71	Cc1nc(C)c(-c2ccc(O)cc2)s1
72	CCOC(=O)c1ccccc1NC(=O)CSc1ccc(-c2ccc(C)cc2)nn1
73	Cc1nc(SCc2ccccc2)[nH]c(=O)c1CCC(=O)N(C)Cc1cccs1
74	CC(C)(C)c1ccc(C(=O)N2CCN(c3ccc4nnc(-c5ccco5)n4n3)CC2)cc1
75	COc1cccc(C(=O)Nc2cccc(-n3nc(OC)nc3-c3ccc(C(F)(F)F)cc3)c2)c1
76	CC(C(=O)N1CCCC1c1nnc2c(C(F)(F)F)cccn12)c1cccc(C(=O)c2ccccc2)c1 (stereo not given)
77	O=C(COc1ccc(F)cc1)N1CCOC(COc2ccc3c(c2)CCCC3)C1 (stereo not given)
78	CC(C)Oc1ccc(C(O)=C2C(=O)C(=O)N(Cc3cccnc3)C2c2cccc([N+](=O)[O-])c2)cc1 (stereo not given)
79	COc1ccc(NC(=O)C2(C)CCN2CC2CC2)cc1OC (stereo not given)
80	Cc1cccnc1C(NC(=O)C1CCN(CCCOc2ccc(F)cc2)CC1)c1ccc(F)cc1 (stereo not given)
assay / entry,67,68,69,70,71,72,73,74,75,76,77,78,79,80
hcGAS inh,2,-1,-2,-7,-3,1,-3,-9,-5,-5,4,-9,-3,-7
NPYLR7 agonist,-8,8,-1,7,6,2,-1,1,2,-14,2,-1,5,8
mcGAS lum,-3,-6,-3,-18,-17,-6,x,x,-5,x,2,x,x,-4

81	COCCN(CC(=O)N(CCc1ccccc1)Cc1ccc(C)o1)C(=O)Nc1cccc(F)c1
82	CCC1C(=O)CC(c2ccco2)NC1c1ccco1 (stereo not given)
83	COC(=O)[C@@H]1C[C@@H](N(C)C)CN1C/C=C/c1ccco1
84	CCC(C(=O)NCC1(N2CCCC2)CCCC1)n1cccn1 (stereo not given)
85	Cc1cccc(CO[C@]2(C(=O)NCCN3CCCC3)CC(OCc3cccc(OC(F)(F)F)c3)[C@H](O)[C@H](O)C2)c1 (stereo not given in full)
86	Cc1ccc(NC(=O)C(C2CCCC2)N2CCN(C(=O)c3ccc(Cl)cc3Cl)CC2)cc1F (stereo not given)
87	COc1ccc(-c2c(C)c3ccc(O)c(CN4CC5CC(C4)c4cccc(=O)n4C5)c3oc2=O)cc1 (stereo not given)
88	CC(C)CC(=O)C(=O)NCC1CCCN(C2CCOCC2)C1 (stereo not given)
89	COCC(=O)NCc1ccc2c(c1)cc(C)n2C
90	O=C(Nc1cccc(-c2ccc(N3CCOCC3)nn2)c1)c1cccs1
assay / entry,81,82,83,84,85,86,87,88,89,90
hcGAS inh,0,-1,5,-12,2,-3,-4,3,-7,2
NPYLR7 agonist,-1,-5,0,x,5,2,9,x,1,-6
mcGAS lum,-4,x,x,-6,-4,-2,-8,1,-7,0

91	CC(C)c1sc(NC(=O)CN2CCOCC2)nc1-c1ccccc1
92	Cc1noc(C)c1Cn1nc(-c2ccccc2)ccc1=O
93	C=CCSc1ncnc2sc3c(c12)CCC(C)C3 (stereo not given)
94	c1ccc(-c2cnn3cc(CN4CCCC(Cn5ccnc5)C4)cnc23)cc1 (stereo not given)
95	Cc1nc(C)c(CN2CCC(C(=O)Nc3cccc(-c4cccc(F)c4)c3)CC2)nc1C
assay / entry,91,92,93,94,95
hcGAS inh,-7,-11,-13,3,-4
NPYLR7 agonist,3,1,0,0,0
mcGAS lum,x,x,-3,x,-4

Retrieved by compound from above, 2 records:
94	c1ccc(-c2cnn3cc(CN4CCCC(Cn5ccnc5)C4)cnc23)cc1 (stereo not given)
93	C=CCSc1ncnc2sc3c(c12)CCC(C)C3 (stereo not given)
assay / entry,94,93
hcGAS inh,3,-13
NPYLR7 agonist,0,0
mcGAS lum,x,-3
